# Screens as filed in PubChem.
# aGal spleen mod: qHTS Assay for Inhibitors and Activators of Human alpha-Galactosidase From Spleen Homogenate. Alpha-galactosidase A (Homo sapiens), P06280. human spleen homogenate, 4MU-alpha-Gal fluorescence, 40 min. Potency, µM (doses to about 80 µM), for the others: at the top dose activity change, negative = inhibition, most hits filed as inhibitors. 240,000 tested, 0.008% active. AID 2107, 2009;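 further: potency means the concentration at half of the fitted maximal effect; 0% = enzyme with vehicle and -100% = no enzyme basal signal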
# Target sequence (P06280 32-429 limits assumed): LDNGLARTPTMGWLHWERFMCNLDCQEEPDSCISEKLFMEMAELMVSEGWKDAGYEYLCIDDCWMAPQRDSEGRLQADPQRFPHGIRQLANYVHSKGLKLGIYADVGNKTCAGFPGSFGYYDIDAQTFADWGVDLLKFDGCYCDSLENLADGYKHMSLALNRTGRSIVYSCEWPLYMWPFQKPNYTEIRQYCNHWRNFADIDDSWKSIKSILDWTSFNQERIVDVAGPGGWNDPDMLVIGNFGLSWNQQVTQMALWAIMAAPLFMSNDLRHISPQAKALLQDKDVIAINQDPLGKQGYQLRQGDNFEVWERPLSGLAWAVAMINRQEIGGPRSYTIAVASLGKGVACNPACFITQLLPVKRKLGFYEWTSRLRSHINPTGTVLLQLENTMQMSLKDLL
#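 qHTS titration in buffer at pH 5.0. Alpha-galactosidase activity in spleen homogenate was measured via 4-methylumbelliferone release from 1 mM fluorogenic substrate after 40 min at 37C and a pH 10 stop. AC50 came from Hill fits of control-normalized data.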
# CBFb-RUNX1 inh: qHTS Assay for Compounds Blocking the Interaction Between CBF-beta and RUNX1 for the Treatment of Acute Myeloid Leukemia | 230,000 tested, under 10 active | Potency, µM (doses to about 59.8 µM), for the others: at the top dose activity, negative = inhibition, usual class: inhibitors | Runt-related transcription factor 1 (Homo sapiens) + Core-binding factor subunit beta … | AID 1477, 2009 | AlphaScreen CBFb-His/RUNX1-biotin binding, biochemical; further: % of control where 0% means no effect
# Target sequence (Q01196 whole entry, looked up): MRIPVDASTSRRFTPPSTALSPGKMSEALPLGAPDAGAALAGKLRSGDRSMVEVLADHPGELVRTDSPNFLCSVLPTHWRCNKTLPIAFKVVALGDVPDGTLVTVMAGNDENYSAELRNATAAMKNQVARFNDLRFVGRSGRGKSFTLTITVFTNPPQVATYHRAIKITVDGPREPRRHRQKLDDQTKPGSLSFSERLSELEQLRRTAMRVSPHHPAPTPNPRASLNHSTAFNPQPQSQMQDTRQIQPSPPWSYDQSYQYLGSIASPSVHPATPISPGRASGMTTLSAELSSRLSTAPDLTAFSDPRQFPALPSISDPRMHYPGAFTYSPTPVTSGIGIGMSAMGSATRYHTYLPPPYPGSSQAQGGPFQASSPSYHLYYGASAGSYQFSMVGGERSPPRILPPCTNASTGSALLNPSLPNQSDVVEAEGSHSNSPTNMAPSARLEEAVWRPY
# Target sequence (Q13951 whole entry, looked up): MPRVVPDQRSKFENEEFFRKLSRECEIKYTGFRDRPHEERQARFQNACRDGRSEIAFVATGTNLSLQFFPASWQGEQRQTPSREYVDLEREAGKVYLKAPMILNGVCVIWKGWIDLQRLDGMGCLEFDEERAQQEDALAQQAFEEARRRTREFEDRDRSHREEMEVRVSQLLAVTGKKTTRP
#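 AlphaScreen proximity signal reports loss of binding between His-tagged CBF-beta and biotin-labelled RUNX1, each at 30 nM. Proteins are pre-associated for 20 minutes, compounds added for 15 minutes, then beads for 90 minutes, all at ambient temperature.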
# Numbers without * were called inactive; ? = inconclusive; & = joins results of further samples. The call rests on the fitted dose curve; in most records, active means well fitted curve in the direction sought with a large enough effect; inconclusive means small, poorly fitted or top-dose-only effect, or another doubt; inactive means no such curve, though single readings can be large; an effect the other way counts as inactive or inconclusive. Some of the compounds tested; the hit share may differ from the screen's.
SMILES,aGal spleen mod,CBFb-RUNX1 inh
CSCC[C@@H]1NC(=O)[C@@H](NC(=O)[C@H](CCCNC(=N)N)NC(=O)[C@H](CC(C)C)NC(=O)[C@H](CCSC)NC(=O)[C@H](CC(=O)O)NC(=O)[C@H](Cc2ccccc2)NC(=O)[C@@H](N)CC(=O)O)CSSC[C@@H](C(=O)N[C@@H](Cc2c[nH]c3ccccc23)C(=O)N[C@@H](CCC(N)=O)C(=O)N[C@H](C(=O)O)C(C)C)NC(=O)[C@@H]2CCCN2C(=O)[C@H](CCCNC(=N)N)NC(=O)[C@H](Cc2ccc(O)cc2)NC(=O)[C@H](C(C)C)NC(=O)[C@H](CCCNC(=N)N)NC(=O)CNC(=O)[C@H](CC(C)C)NC1=O,9%,11%
CCC1(CC)C(=O)C2=C3C1[C@H](C(=O)OC)CC(C(=O)OC)C[C@H]3n1c(=O)n(-c3ccccc3)c(=O)n1[C@H]2C (stereo partly specified),2%,17%
O=C(O)c1cc(=O)c2cc(Cl)ccc2[nH]1,10%,13%
CCCCCCCCCCC(C)=O,-13%,2%
CCOC(=O)C(=Cc1ccccc1)C(=O)OCC,7%,?
CC[C@H](C)[C@H](NC(=O)[C@H](CC(=O)O)NC(=O)[C@H](CC(C)C)NC(=O)[C@H](Cc1cnc[nH]1)NC(=O)[C@H](C)NC(=O)[C@H](Cc1ccccc1)NC(=O)[C@H](Cc1ccc(O)cc1)NC(=O)[C@@H](NC(=O)[C@H](C)NC(=O)[C@H](CCC(=O)O)NC(=O)[C@H](CCCCN)NC(=O)[C@H](CC(=O)O)NC(=O)[C@H](CCSC)NC(=O)[C@H](CC(C)C)NC(C)=O)C(C)C)C(=O)N[C@H](C(=O)N[C@@H](Cc1c[nH]c2ccccc12)C(=O)O)[C@@H](C)CC,-2%,2%
CC[C@H](C)[C@H](NC(=O)[C@H](Cc1ccc(O)cc1)NC(=O)[C@@H](NC(=O)[C@H](CCCN=C(N)N)NC(=O)[C@@H](N)CC(=O)O)C(C)C)C(=O)N[C@@H](Cc1cnc[nH]1)C(=O)N1CCC[C@H]1C(=O)N[C@@H](Cc1ccccc1)C(=O)O,0%,26%
CC1CC=CC2C1C(=O)N(Cc1ccccc1)C2c1cccc([N+](=O)[O-])c1 (stereo unspecified),4%,-8%
CS(=O)(=O)NC(=O)CCC/C=C\C[C@H]1C(=O)C[C@@H](O)[C@@H]1/C=C/[C@@H](O)COc1ccccc1,7%,16%
COc1ccc(-c2cc(=O)c3c(O)cc(O)cc3o2)cc1O,-2%,-5%
NS(=O)(=O)Nc1ccccc1Br,8%,-2%
COc1cccc2nc(-c3cccs3)nc(NN3C(=O)C=C(C)C3=O)c12,-2%,-9%
CCCC[C@H](NC(C)=O)C(=O)N[C@H]1CC(=O)NCCCC[C@@H](C(N)=O)NC(=O)[C@H](Cc2c[nH]c3ccccc23)NC(=O)[C@H](CCCN=C(N)N)NC(=O)[C@@H](Cc2ccccc2)NC(=O)[C@H](Cc2cnc[nH]2)NC1=O,13%,-3%
CC(=O)c1ccc(-c2cc(C3C4C=CCC(C)C4C(=O)N3Cc3ccccc3)ccc2F)cc1 (stereo unspecified),-1%,5%
O=c1cc(-c2ccc(O)c(O)c2)oc2cc(O)c([C@@H]3O[C@H](CO)[C@@H](O)[C@H](O)[C@H]3O)c(O)c12,7%,?
CO[C@]1(C)C[C@H]2O[C@]1(C)n1c3ccccc3c3c4c(c5c6ccccc6n2c5c31)C(=O)N(C)C4,-9%,10%
Cc1noc(C)c1-c1ccc2ncnc(NCc3ccc4c(c3)OCO4)c2c1,6%,-10%
COc1ccc(C2CC(O)(c3ccccc3)Oc3cc(C)cc(C)c32)cc1 (stereo unspecified),4%,10%
COc1ccc(C2CC(c3ccccc3)Oc3cc4c(cc32)OCO4)cc1 (stereo unspecified),3%&24%,?
CCCC(C)(C)C(=O)Nc1ccc(Cl)cc1,7%,28%

# Reprinted from the results shown, 14 compounds:
SMILES,aGal spleen mod,CBFb-RUNX1 inh
CCCCCCCCCCC(C)=O,-13%,2%
CCOC(=O)C(=Cc1ccccc1)C(=O)OCC,7%,?
CC[C@H](C)[C@H](NC(=O)[C@H](CC(=O)O)NC(=O)[C@H](CC(C)C)NC(=O)[C@H](Cc1cnc[nH]1)NC(=O)[C@H](C)NC(=O)[C@H](Cc1ccccc1)NC(=O)[C@H](Cc1ccc(O)cc1)NC(=O)[C@@H](NC(=O)[C@H](C)NC(=O)[C@H](CCC(=O)O)NC(=O)[C@H](CCCCN)NC(=O)[C@H](CC(=O)O)NC(=O)[C@H](CCSC)NC(=O)[C@H](CC(C)C)NC(C)=O)C(C)C)C(=O)N[C@H](C(=O)N[C@@H](Cc1c[nH]c2ccccc12)C(=O)O)[C@@H](C)CC,-2%,2%
CC[C@H](C)[C@H](NC(=O)[C@H](Cc1ccc(O)cc1)NC(=O)[C@@H](NC(=O)[C@H](CCCN=C(N)N)NC(=O)[C@@H](N)CC(=O)O)C(C)C)C(=O)N[C@@H](Cc1cnc[nH]1)C(=O)N1CCC[C@H]1C(=O)N[C@@H](Cc1ccccc1)C(=O)O,0%,26%
CC1CC=CC2C1C(=O)N(Cc1ccccc1)C2c1cccc([N+](=O)[O-])c1 (stereo unspecified),4%,-8%
CS(=O)(=O)NC(=O)CCC/C=C\C[C@H]1C(=O)C[C@@H](O)[C@@H]1/C=C/[C@@H](O)COc1ccccc1,7%,16%
COc1ccc(-c2cc(=O)c3c(O)cc(O)cc3o2)cc1O,-2%,-5%
NS(=O)(=O)Nc1ccccc1Br,8%,-2%
COc1cccc2nc(-c3cccs3)nc(NN3C(=O)C=C(C)C3=O)c12,-2%,-9%
CCCC[C@H](NC(C)=O)C(=O)N[C@H]1CC(=O)NCCCC[C@@H](C(N)=O)NC(=O)[C@H](Cc2c[nH]c3ccccc23)NC(=O)[C@H](CCCN=C(N)N)NC(=O)[C@@H](Cc2ccccc2)NC(=O)[C@H](Cc2cnc[nH]2)NC1=O,13%,-3%
CC(=O)c1ccc(-c2cc(C3C4C=CCC(C)C4C(=O)N3Cc3ccccc3)ccc2F)cc1 (stereo unspecified),-1%,5%
O=c1cc(-c2ccc(O)c(O)c2)oc2cc(O)c([C@@H]3O[C@H](CO)[C@@H](O)[C@H](O)[C@H]3O)c(O)c12,7%,?
CO[C@]1(C)C[C@H]2O[C@]1(C)n1c3ccccc3c3c4c(c5c6ccccc6n2c5c31)C(=O)N(C)C4,-9%,10%
Cc1noc(C)c1-c1ccc2ncnc(NCc3ccc4c(c3)OCO4)c2c1,6%,-10%

# (cont.)
SMILES,aGal spleen mod,CBFb-RUNX1 inh
OC[C@H]1OC(O)(CN2CCOCC2)[C@H](O)[C@@H]1O (stereo partly specified),-6%,6%
O=c1[nH]c2cc([N+](=O)[O-])cc([N+](=O)[O-])c2[nH]c1=O,-10%,-2%
CCC[C@@H]1CCCO[C@@](C(=O)NCc2ccccn2)(C(F)(F)F)C1,5%,5%
O=C(Nc1nccs1)C1CC=CC2CCN(Cc3ccc(Cl)c(Cl)c3)C(=O)C21 (stereo unspecified),4%,5%
C=C1CCN(C(Cc2ccccc2)C(=O)Nc2ccc(OC)cc2)S(=O)(=O)c2ccccc21 (stereo unspecified),5%,-6%
CC(C)C[C@H](NC(=O)[C@H](CO)NC(=O)[C@@H]1CCCN1C(=O)[C@H](Cc1ccc(O)cc1)NC(=O)[C@H](CC(C)C)NC(=O)[C@H](CC(C)C)NC(=O)[C@@H]1CCCN1C(=O)[C@@H](NC(=O)[C@H](CO)NC(=O)[C@H](CO)NC(=O)[C@H](CO)NC(=O)[C@H](CO)NC(=O)[C@@H]1CCCN1C(=O)[C@@H](NC(=O)[C@@H](N)CO)C(C)C)[C@@H](C)O)C(=O)N[C@@H](C)C(=O)N[C@@H](CC(C)C)C(=O)N1CCC[C@H]1C(=O)N[C@@H](C)C(=O)N1CCC[C@H]1C(=O)O,0%,12%
COc1ccc(C2=Nn3c(nnc3-c3ccc(OC)c(OC)c3)SC2)cc1,1%,11%
CC[C@H](C)[C@H](NC(=O)[C@@H]1CCCN1C(=O)[C@H](Cc1cnc[nH]1)NC(=O)[C@@H](NC(=O)[C@H](Cc1ccc(O)cc1)NC(=O)[C@@H](NC(=O)[C@H](CCCN=C(N)N)NC(=O)CNC)C(C)C)[C@@H](C)CC)C(=O)O,1%,1%
COc1cccc(C2=Nn3c(nnc3-c3ccccc3C)SC2)c1,14%,-12%
CC12CCC=CC1C(c1cccc([N+](=O)[O-])c1)N(Cc1ccccc1)C2=O (stereo unspecified),0%,-30%
O=C1c2ccccc2C(=O)c2cc(S(=O)(=O)Nc3cccc4cccnc34)ccc21,8%,?
Cc1ccc(NC2=CC(=O)c3sc(C)nc3C2=O)cc1,9%,13%
OC[C@@H]1O[C@@H](Oc2ccc(O)cc2)[C@H](O)[C@@H](O)[C@@H]1O,-10%,19%
COc1ccc(CNc2nc(NCc3ccc(OC)cc3)c3ncn(C4CCCCC4)c3n2)cc1,-4%,?
CC(C)[C@@H]1NC(=O)[C@H](CCCCN)NC(=O)[C@@H](Cc2c[nH]c3ccccc23)NC(=O)[C@H](Cc2ccc(O)cc2)NC(=O)[C@@H](NC(=O)[C@H](N)Cc2ccccc2)CSSC[C@@H](C(=O)N[C@@H](Cc2c[nH]c3ccccc23)C(N)=O)NC1=O,-10%,20%
O=S(=O)(c1ccccc1Br)N(Cc1ccccc1)Cc1ccco1,2%,?
COc1ccc(-c2ccccc2C2C3C=CCCC3(C)C(=O)N2Cc2ccccc2)cc1 (stereo unspecified),2%,-2%
Cc1cc(=O)oc2cc(NC(=O)[C@H](CCCCN)NC(=O)[C@H](CC3CCCCC3)NC(=O)OCC3c4ccccc4-c4ccccc43)ccc12,-15%,11%
COc1cc(CNc2ncnc3ccc(-c4c(C)noc4C)cc23)cc(OC)c1OC,6%,-1%
CCOC(=O)N1CC(C)N(/[N+]([O-])=N/Oc2ccc([N+](=O)[O-])cc2[N+](=O)[O-])CC1C (stereo unspecified),-3%,6%
C[C@H](NC(=O)[C@@H](Cc1c[nH]c2ccccc12)NC(=O)[C@@H](N)Cc1cnc[nH]1)C(=O)N[C@@H](Cc1c[nH]c2ccccc12)C(=O)N[C@H](Cc1ccccc1)C(=O)N[C@@H](CCCCN)C(N)=O,-5%,12%
COc1cccc(OC)c1C1=Nn2c(nnc2-c2ccccc2C)SC1,6%,-8%
CC[C@H](C)[C@H](NC(=O)[C@H](CC(C)C)NC(=O)[C@@H](N)CO)C(=O)NCC(=O)N[C@@H](CCCN=C(N)N)C(=O)N[C@@H](CC(C)C)C(=O)O,-10%,27%
Cc1ccc(CNc2ncnc3ccc(-c4c(C)noc4C)cc23)cc1,-5%,2%
O=C(O)Cc1c(Cl)ccc(Cl)c1Cl,-6%,21%
COc1ccc(C2CC(c3ccccc3)Oc3c(C)ccc(C)c32)cc1 (stereo unspecified),-3%&8%,?
CCOc1ccccc1CNc1ncnc2ccc(-c3c(C)noc3C)cc12,3%,2%
CC12CCC=CC1C(c1ccc(/C=C/c3ccccc3)cc1F)N(Cc1ccccc1)C2=O (stereo unspecified),5%,19%
CC(=O)Nc1ccc(SCCN2CCN(CC(C)C)CCC2=O)cc1,5%,-7%
Cc1cn(C2CC3OCC(NC(=O)C(Cc4ccccc4)NC(=O)OC(C)(C)C)C3O2)c(=O)[nH]c1=O (stereo unspecified),2%,5%
C=C1CCN(C(Cc2ccccc2)C(=O)NCc2ccccc2)S(=O)(=O)c2ccccc21 (stereo unspecified),1%,13%
CC(C)CCOc1ccc(N)cc1,3%,-8%
CC(=O)Nc1ccn(C2CC3OCC(NC(=O)C4CCCN4C(=O)OC(C)(C)C)C3O2)c(=O)n1 (stereo unspecified),12%,14%
C=C(C)C(=O)OCCOC(=O)C(=C)C,4%,2%
c1ccc(COC[C@H]2CO2)cc1,-4%,22%
O=C(NCCCCN1CCN(c2cccc(Cl)c2Cl)CC1)c1ccc2c(c1)Cc1ccccc1-2,-1%,10%
O=S1(=O)C2CC3C=CC2(O3)C(OCc2ccc(Cl)c(Cl)c2)C(Cc2ccccc2)N1Cc1ccc(Cl)c(Cl)c1 (stereo unspecified),3%,8%
CC(=Nc1ccccc1N)c1c(C)cc(=O)n(O)c1O,1%&0%,?
O=S1(=O)C2CC3CCC2(CN1Cc1cccc(F)c1)O3 (stereo unspecified),-10%,-6%
Cc1ccc(S(=O)(=O)Nc2ccc(NS(=O)(=O)c3ccc(C)cc3)c3ncccc23)cc1,5%,-1%
